Assay outcomes: PubChem BioAssay, The Scripps Research Institute Molecular Screening Center
GPR151 ag = activates the human receptor GPR151 | AID 1508602 | PathHunter beta-arrestin GPR151 cells, luminescence | 650,000 tested, 1% active | activation, % at 11.2 µM; in the data active = activation above about 4.9%;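 also: 0% = median of compound wells and 100% = cells with positive control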
Target sequence (Q8TDV0 whole entry, looked up): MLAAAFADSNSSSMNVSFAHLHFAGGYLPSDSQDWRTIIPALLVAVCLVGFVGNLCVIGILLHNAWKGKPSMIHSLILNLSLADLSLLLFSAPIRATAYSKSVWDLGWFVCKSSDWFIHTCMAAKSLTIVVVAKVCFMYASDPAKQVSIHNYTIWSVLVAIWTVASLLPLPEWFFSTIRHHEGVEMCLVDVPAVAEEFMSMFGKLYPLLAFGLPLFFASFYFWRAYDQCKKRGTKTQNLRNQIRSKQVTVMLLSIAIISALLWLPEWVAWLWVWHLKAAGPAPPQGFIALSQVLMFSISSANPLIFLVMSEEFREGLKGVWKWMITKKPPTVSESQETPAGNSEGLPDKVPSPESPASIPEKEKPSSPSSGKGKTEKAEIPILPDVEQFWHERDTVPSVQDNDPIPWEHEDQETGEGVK
TEAD-YAP block = TEAD-YAP interaction inhibition. inhibition, % at 9.12 µM. HEK-TIYL cells, TEAD-Gal4/YAP UAS-luciferase luminescence. 640,000 tested, 1.4% active. AID 1259422; in the data active = inhibition above about 32%;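 also: 0% = median of test compound wells and 100% = reference inhibitor wells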
FBW7 act = human FBW7 E3 ligase activation, primary screen; Q969H0; AlphaScreen FBW7–phospho-cyclin E peptide binding, activator screen; normalized activity (activation), % at 26.1 µM; 650,000 tested, 0.13% active; AID 1259310; in the data active = normalized activity above about 1.9%;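 also: purified mutant Fbw7 with reduced substrate affinity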
MITF inh = human MITF inhibition, primary screen; O75030; inhibition, % at 2.6 µM; 650,000 tested, 0.91% active; AlphaScreen MITF homodimerization, bead proximity signal; in the data active = inhibition above about 50%;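 also: 0% = vehicle wells with protein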
Target sequence (O75030 whole entry, looked up): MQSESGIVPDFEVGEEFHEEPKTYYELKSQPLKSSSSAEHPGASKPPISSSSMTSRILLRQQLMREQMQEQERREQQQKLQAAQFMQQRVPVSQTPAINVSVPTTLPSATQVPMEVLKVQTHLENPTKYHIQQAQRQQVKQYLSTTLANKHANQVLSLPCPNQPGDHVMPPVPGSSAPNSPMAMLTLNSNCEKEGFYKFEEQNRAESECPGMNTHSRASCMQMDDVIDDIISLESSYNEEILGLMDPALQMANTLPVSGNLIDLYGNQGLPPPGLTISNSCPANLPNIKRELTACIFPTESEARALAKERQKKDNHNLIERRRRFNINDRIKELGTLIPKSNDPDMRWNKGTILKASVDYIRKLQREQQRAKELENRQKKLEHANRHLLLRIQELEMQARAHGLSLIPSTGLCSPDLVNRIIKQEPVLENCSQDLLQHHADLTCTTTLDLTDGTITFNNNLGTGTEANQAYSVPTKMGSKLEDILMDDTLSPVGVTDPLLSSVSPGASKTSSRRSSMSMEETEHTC
* marks the source's active call; other numbers are inactive results.

SMILES | GPR151 ag | TEAD-YAP block | FBW7 act | MITF inh
COc1ccc(NS(=O)(=O)c2ccc(Br)cc2)c(OC)c1 | -0.9 | 6 | 0.0 | 7
Cc1ccc(NC(=O)Cn2c(=O)oc3cc(S(=O)(=O)N4CCCC4)ccc32)cc1C | -0.6 | 5 | -0.2 | -2
CC(C)c1cc(C(C)C)c(S(=O)(=O)NCc2ccco2)c(C(C)C)c1 | 2.0 | 0 | 0.0 | 2
Cc1ccc(S(=O)(=O)N2CCOCC2)cc1C(=O)Nc1cccnc1 | -1.3 | -6 | 1.2 | 27
C=CCOC(=O)C1=C(C)N(CC)C(=O)NC1c1ccc([N+](=O)[O-])cc1 (centres undefined) | -0.1 | 8 | -0.4 | 11
O=C(CSc1ccccn1)N/N=C/c1cccc(F)c1 | 1.2 | 5 | 0.2 | 6
O=C1CCN(C(=O)c2ccccc2)c2cc3ccccc3cc21 | -1.9 | -5 | 0.0 | 4
COc1ccc(N(C(=O)c2ccco2)S(=O)(=O)c2cccc([N+](=O)[O-])c2)cc1 | -0.5 | 2 | -0.1 | -15
CCCCn1c(CNC(=O)c2ccc(Cl)cc2Cl)nnc1SCC(=O)Nc1sc2c(c1C(=O)OCC)CCC2 | -1.7 | -3 | 0.1 | 3
CCOc1cc(C#N)c(NC(=O)c2ccncc2)cc1OCC | 1.0 | -11 | 0.1 | -1
CC(C)c1ccc(NC(=O)N2CCN(c3cnccn3)CC2)cc1 | -0.6 | -2 | 0.2 | -5
CC1=C(n2nnc3ccccc32)C(c2ccccc2)C(C#N)=C(N)O1 (centres undefined) | -0.5 | -5 | -0.2 | -5
C=CCOc1ccc(/C=N/NC(=O)C(=O)Nc2ccccn2)cc1OCC | 0.4 | 0 | -0.1 | 4
N#CC(C#N)=C1CCCN1CC(=O)c1ccccc1 | 0.7 | 1 | -0.1 | 14
O=C(Oc1ccc(C2CCCCC2)cc1)c1ccco1 | -1.5 | -16 | 0.1 | -1
CC(C(=O)Nc1ccc(S(N)(=O)=O)cc1)C1SC(=O)NC1=O (centres undefined) | 0.3 | -5 | -0.1 | 9
CC(=O)Cn1cnc2c(cnn2-c2cccc(Cl)c2)c1=O | -1.5 | -18 | -0.4 | -6
CCOc1cccc(/C=N/NC(=O)CNc2ccccc2C)c1O | -0.3 | 3 | 0.1 | -19
O=C1NC(c2ccc(F)cc2)(C(F)(F)F)C(=O)N1Cc1ccco1 (centres undefined) | 0.8 | 10 | -0.1 | -13
O=C(CCn1c(=O)oc2ccccc21)N1CCc2ccccc2C1 | 3.6 | -23 | -0.1 | -13
CS(=O)(=O)Nc1ccccc1C(F)(F)F | -0.2 | -2 | 0.0 | 5
O=C(CCCn1nc(-c2ccccc2)c2cc(Cl)ccc21)NCCCN1CCOCC1 | 1.3 | -3 | 0.2 | -9
COc1nc(NCc2ccccc2)nc(-c2c(C)nn(C)c2C)n1 | 0.6 | -4 | 0.0 | 9
Cc1cc(NC(=O)C(=O)NC2CC2)ccc1Br | -0.7 | -25 | 0.0 | 2
COc1ccccc1NC(=O)N(CCN(C)C)Cc1cc2cc(C)ccc2[nH]c1=O | -0.3 | -8 | 0.0 | 0
O=C1SC(c2cc(I)ccc2Cl)=N/C1=C/c1cccc(Cl)c1 | 1.2 | -6 | -0.1 | -10
CN(C)c1ccc(CN2CCCCCCC2)cc1 | -0.1 | -1 | -0.3 | 27
COc1ccc(CCNC(=O)Cn2nc3n(C)c4ccccc4n3c2=O)cc1OC | -1.4 | 26 | 1.2 | 5
CC(=O)c1ccc(OCC(=O)NC(C)c2cnn(-c3ccccc3C)c2C)cc1 (centres undefined) | 1.9 | 34* | 0.9 | 15
CCOCCCn1c(=S)[nH]c2cc(C(=O)N3CCCCC3)ccc2c1=O | 1.6 | 18 | 0.1 | -6
CN1C(=O)c2ccc(NC(=O)COc3cc(Cl)c(Cl)cc3Cl)cc2C1=O | -1.3 | 6 | 0.3 | 20
COCCNC(=O)CC(=O)N/N=C/c1ccc(C(=O)OC)cc1 | 0.4 | 5 | 0.6 | 13
Nc1cccc(-c2cnn3ccc(Nc4ccc(Oc5ccccc5)cc4)nc23)c1 | -0.3 | 6 | 0.0 | -4
C1=C(c2ccccc2)Nc2ncnn2C1c1ccc2c(c1)OCO2 (centres undefined) | 0.1 | -5 | -0.1 | -4
Cc1cnc(-c2ccc(C(=O)N3CCN(C)CC3)cc2)nc1Nc1ccc(N2CCOCC2)cc1 | -1.6 | -4 | 0.1 | 5
CCOC(=O)C(=O)N/N=C/c1ccccc1 | 0.2 | 8 | 0.2 | 8
NC12CC3CC(C1)CC(S)(C3)C2 | -0.1 | -14 | -0.2 | -14
Cc1nn(Cc2n[nH]c(=S)n2Cc2ccccc2)c(C)c1Cl | -1.4 | -2 | 0.0 | 10
C=CCNC(=S)Nc1cc(Cl)ccc1C | 1.2 | 5 | 0.0 | 8
Cc1ccc(-c2cc(C(=O)Nc3ccc(Oc4ccccc4)cc3)c3ccccc3n2)cc1 | -0.4 | 9 | -0.1 | 1
COc1ccc(C(CNCC(=O)Nc2ccccc2-c2ccccc2)N2CCOCC2)cc1 (centres undefined) | -1.4 | 5 | -0.2 | 83*
CC(=O)c1cccc(NC(=O)[C@@H](NC(N)=O)C(C)C)c1 | -0.4 | -1 | 0.1 | 4
CCN1CCN(Cc2ccc(NC(C)=O)cc2)CC1 | -0.2 | 9 | -0.1 | 28
COc1ccc(CN2CCOc3ccc(C(O)c4cccnc4)cc3C2)cc1O (centres undefined) | 2.8 | 2 | 0.0 | -3
CN1C(=O)C2(C(C#N)=C(N)OC3=C2C(=O)CC(C)(C)C3)c2ccccc21 (centres undefined) | -0.4 | 0 | 0.1 | 6
COc1ccc(/C=C(\C#N)C(=O)Nc2ccccn2)cc1 | 5.1* | 2 | 0.1 | 4
Cc1ccc(C(=O)N(C)c2ccccc2)cc1I | 1.9 | -6 | -0.1 | -2
O=C1CCC(CCC(=O)N2CCOc3ccccc3C2)(Cc2cccs2)N1 (centres undefined) | 0.0 | 0 | 0.0 | -2
O=C(N/C(=C\c1cccc(Br)c1)C(=O)N1CC2CC(C1)c1cccc(=O)n1C2)c1ccccc1Cl (centres undefined) | 0.6 | 0 | 0.1 | 0
O=C(Cn1c(CO)cnc1SCc1ccc(Cl)cc1)NC1CC1 | -1.5 | -6 | -0.2 | -4
COCCCNC(=O)C1CCCN(c2nn3c(=O)cc(C)nc3s2)C1 (centres undefined) | -0.5 | 4 | 0.1 | 5
COc1ccc(Cl)cc1NC(=O)c1cc2n(n1)C(C(F)(F)F)CC(c1ccc(OC)c(OC)c1)N2 (centres undefined) | -0.3 | -7 | -0.1 | -4
CCOC(=O)Cn1c(=NC(=O)C(C)(C)C)sc2cc(S(N)(=O)=O)ccc21 | 2.2 | -24 | 0.4 | 6
CCOC(=O)c1c(C=O)c2sc(C)cc2n1C | -0.1 | 2 | -0.2 | 2
CCCCCCc1cc2c3c(c(=O)oc2cc1OCc1cccc(Cl)c1)CCC3 | -0.2 | 0 | -0.1 | 6
Cn1ncc2c(N(CCO)CCO)ncnc21 | -1.0 | -10 | 0.0 | -5
CC(C)n1c(CCCNC(=O)C(C)(C)C)nc2ccccc21 | 0.4 | -4 | 0.1 | 6
CC(C)(C)C(=O)NCCc1nc(-c2cccnc2)n[nH]1 | 0.3 | -1 | -0.2 | 1
CCOC(=O)C1=C(C)N=c2s/c(=C\c3ccc(Br)cc3)c(=O)n2C1c1cccc(OC)c1 (centres undefined) | 0.7 | 1 | -0.2 | -2
O=C(Nc1nccs1)c1ccc(-c2ccccc2[N+](=O)[O-])o1 | 0.2 | -52 | -0.1 | 9

Next structures.
SMILES | GPR151 ag | TEAD-YAP block | FBW7 act | MITF inh
Cc1cccc(NC(=O)c2cc(S(=O)(=O)NCc3ccco3)ccc2F)c1C | 0.1 | 0 | 0.0 | 11
Cc1ccccc1N1C(=O)/C(=C/c2ccncc2)SC1=S | -0.9 | 5 | 0.0 | 21
O=C(CSc1ccc(F)cc1)Nc1cccc(C(=O)O)c1 | 1.1 | -13 | -0.1 | 8
Cc1nn(CC(=O)NCc2ccccc2F)c(=O)c2cc3occc3n12 | -0.8 | -3 | -0.2 | 7
Cc1cc2ccccn2c1C(=O)c1ccc(S(=O)(=O)N2CCCC2)cc1 | 3.9 | 3 | 0.0 | 4
C=CCn1c2ccccc2c2nnc(SC(CC)C(=O)Nc3nc(C)c(C(=O)OCC)s3)nc21 (centres undefined) | -0.8 | 6 | 0.3 | 17
CCOC(=O)c1sc2ncnc(N3CCN(C)CC3)c2c1C | -1.3 | 4 | 0.1 | 15
Cc1ccc(C(=O)N2CCN(S(=O)(=O)c3ccc4ccccc4c3)CC2)cc1 | -0.7 | 13 | 0.0 | -5
COc1ccc(/C=C/C(=O)NCc2ccc(F)cc2)cc1 | -0.1 | -13 | 0.3 | 4
CCOC(=O)c1c(NC(=O)c2cccs2)sc(C(=O)Nc2cccc(C(F)(F)F)c2)c1C | 0.5 | 10 | 0.0 | -2
CCOC(=O)c1sc(Nc2nc(C)cc(OC)n2)nc1C | 0.2 | 1 | -0.4 | 1
Cc1cc(-n2c(=S)sc3c(=O)n(-c4ccc(F)cc4)c(SCC#N)nc32)ccc1Cl | 0.9 | -9 | 0.3 | 6
CCN1CCN(CC(=O)Nc2ccc(F)cc2)C(=O)C1=O | -3.0 | -2 | 0.7 | -11
CCOC(=O)C1=C(C)NC(=S)C(C#N)C1c1ccc(Cl)cc1 (centres undefined) | -0.1 | 10 | 0.0 | -6
Cc1ccc2nc(NCCNC(=O)N(C)C)c(C#N)cc2c1 | 0.0 | -3 | 0.2 | 3
CCOc1cc(C(=S)N2CCCC2)ccc1OCC(=O)N1CCOCC1 | 2.8 | -1 | 0.1 | 1
O=[N+]([O-])c1ccc(Cc2noc(COc3cccc4ccccc34)n2)cc1 | 1.3 | 9 | -0.2 | 3
C=CCc1ccccc1OCCOc1ccc(/C=C2/C(=N)N3N=C(C(F)(F)F)SC3=NC2=O)cc1OCC | 1.0 | 10 | 0.4 | 0
COc1cccc(C2=NN(C(=O)CCC(=O)O)C(c3cccs3)C2)c1 (centres undefined) | -0.3 | -8 | 0.2 | 12
CCCOc1ccc(C2C(C(=O)OCCOCC)=C(C)NC3=C2C(=O)CCC3)cc1OC (centres undefined) | 0.8 | -2 | 0.4 | 0
Cc1ccc(C(=O)Nc2ncc(S(=O)(=O)c3ccc([N+](=O)[O-])cc3)s2)cc1 | -0.2 | 8 | 0.1 | -13
CCOCCOC(=O)C1=C(C)NC(=O)NC1c1ccc(Cl)cc1 (centres undefined) | -1.7 | 4 | 0.3 | 29
CC(=O)N1N=C(c2cccs2)CC1c1ccc(O)cc1 (centres undefined) | 2.0 | -8 | 1.2 | 8
COc1ccc(CNC(=O)c2ccc3ccccc3n2)cc1 | -0.2 | -12 | 0.2 | 19
CC(C)N1CCc2c(sc(NC(=O)c3nc4ccccc4s3)c2C#N)C1 | -0.8 | -29 | 0.0 | 3
Cc1ccc(C)c(NC(=O)Nc2ccccc2C(=O)Nc2cc(C)ccc2C)c1 | -1.0 | -5 | 0.1 | -6
Fc1ccccc1NC(=S)N(Cc1cccnc1)Cc1ccccc1Cl | 0.0 | 7 | -0.2 | 3
COc1ccc(NC(=O)CNC(=O)Cn2cnc3sc(C)cc3c2=O)cc1OC | 0.3 | 6 | 0.0 | 7
CCOC(=O)c1sc(=NC(=O)c2cccc(Br)c2)n(C)c1C | 0.0 | -9 | 0.1 | 11
O=C(Cc1ccc(Cl)cc1)NCC1(c2ccccc2)CCOCC1 | -0.5 | -13 | 0.0 | 2
Cc1ccccc1NC(=O)N1CCOCC1 | -1.1 | 6 | 0.0 | 7
Cc1cc(C)nc(SCC2=NC(C)(C)Cc3ccccc32)n1 | -0.7 | 5 | 0.0 | 9
Cc1ccccc1CSc1nncn1N | 0.9 | 4 | 0.3 | 0
Cc1oc(-c2ccccc2)nc1C(=O)OCC(=O)c1c(N)n(CC(C)C)c(=O)n(C)c1=O | -0.2 | 4 | 0.1 | 4
c1ccc(Oc2ccc(Nc3cc(Nc4ccncc4)ncn3)cc2)cc1 | 1.3 | -12 | 0.0 | -10
C=CCN1C(=O)CCN(C(C)=O)c2ccccc21 | -1.6 | 2 | -0.1 | 9
